# Exocytosis inh: lytic granule exocytosis inhibition. TALL-104 LAMP-1 surface exposure, flow cytometry; cells stimulated with thapsigargin and PMA. inhibition, % at 10 µM. 360,000 tested, 0.66% active. AID 651702;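 active means inhibition above about 55%, limit read from the data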
# Cardio protect: modulators protecting cardiomyocytes from myocardial damage. H9c2 cardiomyocytes, H2O2 injury protection, ATPLite, 2 h. 360,000 tested, 0.63% active. AID 588492. protection from H2O2 cell death, % at 20 µM;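 active means compounds giving at least 50% protection of heart cells from peroxide-induced death in the single-dose screen, raw or plate-pattern-corrected value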;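 further: 0% = DMSO wells with peroxide and 100% = DMSO wells without peroxide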
# ABCB6 inh 2: blocks the human ABCB6 transporter. fluorescence ratio to DMSO, % at 10 µM. AID 602162. Q9NP58. 360,000 tested, 0.19% active. K562-ABCB6 porphyrin accumulation, flow cytometry, 1 h; active compounds read low;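 active means fluorescence ratio to DMSO below 75%, the collection mean minus 3 SD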;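 further: signal is porphyrin accumulated inside mitochondria; 100% equals median channel fluorescence of DMSO control wells; lower ratio means ABCB6 inhibition with less porphyrin fluorescence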
# Target sequence (Q9NP58 whole entry, looked up): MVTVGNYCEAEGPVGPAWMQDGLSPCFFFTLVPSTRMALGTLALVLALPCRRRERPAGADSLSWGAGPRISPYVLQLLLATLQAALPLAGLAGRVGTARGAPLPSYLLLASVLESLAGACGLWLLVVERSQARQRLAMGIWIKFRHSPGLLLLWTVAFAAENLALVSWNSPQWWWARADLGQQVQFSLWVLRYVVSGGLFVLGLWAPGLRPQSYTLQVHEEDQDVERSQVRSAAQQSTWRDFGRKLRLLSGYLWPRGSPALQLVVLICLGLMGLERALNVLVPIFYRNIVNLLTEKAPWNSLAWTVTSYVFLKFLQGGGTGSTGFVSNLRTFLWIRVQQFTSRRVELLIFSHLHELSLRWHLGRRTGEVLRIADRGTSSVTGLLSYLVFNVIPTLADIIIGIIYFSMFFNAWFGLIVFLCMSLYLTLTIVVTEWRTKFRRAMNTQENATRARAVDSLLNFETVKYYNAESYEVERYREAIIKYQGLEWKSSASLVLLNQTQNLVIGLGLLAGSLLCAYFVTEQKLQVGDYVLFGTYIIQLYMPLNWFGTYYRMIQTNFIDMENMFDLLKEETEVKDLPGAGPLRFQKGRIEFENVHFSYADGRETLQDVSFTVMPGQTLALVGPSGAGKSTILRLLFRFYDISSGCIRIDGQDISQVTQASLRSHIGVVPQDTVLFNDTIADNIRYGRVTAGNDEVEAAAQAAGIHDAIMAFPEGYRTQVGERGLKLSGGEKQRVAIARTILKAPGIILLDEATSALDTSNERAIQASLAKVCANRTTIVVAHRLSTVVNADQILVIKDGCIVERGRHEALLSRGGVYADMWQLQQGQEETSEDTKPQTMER
# Glyco luc inh: blocks N-linked glycosylation in D54 reporter cells; 360,000 tested, 0.23% active; reporter increase, % at 12.5 µM; AID 588692; D54 ERlucT glycosylation luciferase reporter, 24 h; percent of 100 nM tunicamycin response;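 active means mean luciferase reporter signal, scaled so untreated is 0 and the glycosylation-blocking control 100, at or above a set limit in every replicate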;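 further: luciferase carries N-glycosylation sites so blocking glycosylation raises the light; 0% = median of neutral control wells and 100% = median of 100 nM tunicamycin wells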
# HTR2A ag: mouse HTR2A agonism via beta-arrestin recruitment; P35363; CHO-K1 mHTR2A beta-arrestin complementation, luminescence; percent of 30 µM serotonin response; activation, % at 7.6 µM; 360,000 tested, 0.66% active; AID 624169;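 active means activation above a run cutoff, the mean activation of all tested compounds plus 3 SD, cut at about 14% in these data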;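 further: 0% = plate median of compound wells and 100% = 30 µM serotonin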
# aDG glyco up: increases alpha dystroglycan glycosylation; Pro5-aDG cells, alpha-DG glycosylation AlphaScreen (IIH6); 0% Pro5, 100% B10-LARGE cell signal; activation, % at 10 µM; 360,000 tested, 0.22% active; AID 624168;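 active means activation of at least 8% versus controls, or a plate z-score of at least 8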;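 further: Pro5 are CHO cells carrying HIG-tagged alpha-DG that lacks glycosylation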
# Vif inh: HIV Vif inhibition; 340,000 tested, 0.35% active; inhibition, % at 7.49 µM; HEK293T cells, Vif self-association by quenched fluorescence, imaging, 24 h; AID 602346; in the data active means inhibition above about 50%, passing the limit was not always enough; further: some results filed as inactive read as strong as hits
# CaV13 FRET inh: Primary screen for inhibitors of IQ motif and Ca2+-dependent inactivation inhibitor domain binding in CACNA1D, Förster resonance energy transfer in living cells, …; 340,000 tested, 0.098% active; HEK cells, CFP/YFP FRET ICDI-IQ, plate reader, 10 min; percent FRET-ratio fall versus neutral wells; inhibition, % at 12.3 µM; AID 743397;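 active means mean replicate inhibition of at least 30% and at least 1% of replicates passing that level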;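 further: 0% = median of the neutral control wells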
# hiPSC survival: increases survival of single human iPS cells; hiPSC single-cell survival, ATPlite luminescence; 100% = ROCK inhibitor wells, 0% = DMSO; survival enhancement, % at 20 µM; 360,000 tested, 0.044% active; AID 602274; in the data active means survival enhancement above about 18%;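 further: cells exposed to compounds for 16 hours before the ATP read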
# PDI turbidity: blocks human protein disulfide isomerase activity. P07237. PDI insulin aggregation turbidity, A650, 90 min. inhibition, % at 10 µM. 350,000 tested, 0.052% active. AID 588391;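 active means mean inhibition across replicates of 30% or more, whatever share of single replicates reach that level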;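 further: absorbance from insulin aggregation driven by PDI reduction with DTT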
# Starred values were filed as active, the others as inactive; x = not tested or not shown.
SMILES	Exocytosis inh	Cardio protect	ABCB6 inh 2	Glyco luc inh	HTR2A ag	aDG glyco up	Vif inh	CaV13 FRET inh	hiPSC survival	PDI turbidity
CCC(=O)C1=C(N2CCCC2)CC(C)(C)CC1=O	1	-3	94	-1	-3	-0.2	-1	x	-0.2	13
CC(C)NC(=O)c1ccc(COc2cccc3ccccc23)o1	1	-9	98	-1	-8	0.6	x	-6	-2.9	-9
c1ccc(-c2nc(NCc3cccnc3)c3ccccc3n2)cc1	-1	7	99	0	-1	0.2	-16	-8	0.6	5
COc1cc(-c2cc(C(=O)Nc3ccc(N4CCOCC4)cc3)c3ccccc3n2)cc(OC)c1OC	2	30	94	-7	-1	-0.4	-23	-5	-0.6	-5
Cn1c2nc(=O)n(-c3ccccc3)c(=O)c-2nc2c1CCCC2	-6	2	98	4	0	0.2	-5	x	0.5	-11
CC1CCN(c2nc3c(cc2C#N)COC(C)(C)C3)CC1	-4	-5	101	-2	6	0.3	-14	3	-0.3	-4
O=C(O)C1=CC2C=C(Cl)C=CC2OC1=O (centres undefined)	-3	0	101	1	6	-0.1	4	-3	9.0	7
OC(c1ccc(Cl)c(F)c1)c1ncc(-c2ccccc2F)[nH]1 (centres undefined)	3	-18	96	0	2	0.5	x	-7	1.7	-6
Cc1ccc(S(=O)(=O)n2c3ccc(Cl)cc3c3nc(C)sc32)cc1	-4	-6	96	-1	3	-0.2	6	-6	-2.4	3
CN1NC(c2ccccc2)NN(C)C1=O	2	3	92	2	-1	0.1	-2	-11	0.1	x
CC(=O)N/C(=C\c1ccccc1)C(=O)NCc1ccc2c(c1)OCO2	-3	-1	96	0	-2	-0.3	18	-3	0.3	9
CC(=O)Nc1ccc(NC(=O)C2Cc3c(-c4ccc(Cl)cc4)ccnc3O2)cc1 (centres undefined)	-2	8	99	-2	-3	4.2	11	-4	3.3	0
Cc1ccc(C(=O)NCC(=O)NCC(=O)OCc2ccc(Cl)cc2)cc1	-4	2	98	0	2	0.0	-6	-5	3.8	-5
Cc1occc(=O)c1OCc1ccccc1	8	-2	99	3	4	-0.1	-2	5	-1.9	1
Nc1n[nH]c(-c2ccccc2)c1-c1ccccc1	4	3	96	-1	-7	-0.1	-15	-8	0.9	-6
O=C(N/N=C/c1ccc([N+](=O)[O-])cc1)c1cc(C2CC2)nc2ccccc12	-6	0	96	14	0	0.3	1	-4	0.6	1
CCOCCn1c(N2CCN(c3ccc(OC)cc3)CC2)nc2c1c(=O)[nH]c(=O)n2C	1	6	72*	1	0	-0.3	-13	x	3.0	1
COC(=O)Nc1nnc(/C=C/c2ccccc2)s1	3	-6	95	3	3	-0.1	5	-2	0.5	11
Oc1cc(O)cc(-c2cc3ccc(O)cc3o2)c1	-4	-10	102	-9	5	-0.1	3	x	-3.3	x
Cc1ccc(S(=O)(=O)N2C(=O)CCC2C(=O)Nc2ccc3c(c2)OCCO3)cc1 (centres undefined)	14	3	93	-1	5	-0.1	-3	-5	-0.2	-3
COc1ccc(-c2nc3c(Br)c(N)c(Br)cc3o2)cc1	-7	-11	101	-6	-1	0.0	0	-8	-1.0	-4
NC(=O)c1ccc(-c2nnc(Nc3ccc(S(N)(=O)=O)cc3)c3ccccc23)cc1	8	3	99	1	7	-0.1	4	-2	0.1	-1
Cc1ccc(NC(=O)CS(=O)CC(=O)Nc2ccc(N3CCOCC3)cc2)cc1Cl (centres undefined)	-1	-2	95	0	3	-0.2	-4	x	3.9	3
CCCC(C)CO (centres undefined)	-2	1	100	-2	-2	-0.2	8	x	1.0	x
CS(=O)(=O)Cc1cccc(C(=O)NN(c2ccccc2)c2ccccc2)c1	0	0	111	3	-1	-0.1	9	-3	0.0	11

# (continued)
# Values in the order – Exocytosis inh	Cardio protect	ABCB6 inh 2	Glyco luc inh	HTR2A ag	aDG glyco up	Vif inh	CaV13 FRET inh	hiPSC survival	PDI turbidity
> COC(=O)c1ccccc1S(=O)(=O)NNC(=O)C12CC3CC(CC(C3)C1)C2
 : 8	8	102	1	-2	0.0	4	-5	1.7	-3
> Fc1ccc2c(c1)C1OCCCC1C(c1ccccc1)N2 (centres undefined)
 : -3	1	98	0	-3	-0.2	-2	-21	-0.6	11
> O=c1[nH]c(C2CCCN(S(=O)(=O)c3ccccc3)C2)nc2c1nnn2Cc1ccccc1 (centres undefined)
 : 2	3	83	-4	-1	-0.4	-1	-3	-1.6	13
> Cc1cccc(N2CCN(C(=S)Nc3ccc4nc5n(c(=O)c4c3)CCCCC5)CC2)c1C
 : 1	-6	90	3	-5	2.1	0	-4	0.2	-2
> CSc1ccc(CN2CCCN(C)CC2)cc1
 : -5	8	102	0	8	0.1	0	-4	0.1	3
> CCC1Oc2ccc(C)cc2N(CC(=O)N(Cc2cccnc2)Cc2cccc(F)c2)C1=O (centres undefined)
 : 16	15	94	-2	6	0.3	-3	-4	-2.6	8
> c1ccc(C(c2nnnn2C2CCCC2)N2CCN(c3ccccc3)CC2)cc1 (centres undefined)
 : 0	3	93	-3	2	0.1	6	x	-1.0	-2
> O=C(CSc1nc2ccccc2s1)c1ccc(O)cc1O
 : -8	-14	101	-2	4	-0.2	-10	-4	-0.6	-3
> O=c1ccc2cc(S(=O)(=O)N3CCOCC3)ccc2o1
 : 0	-2	103	2	1	0.0	4	-4	-0.3	10
> Cc1noc(C)c1S(=O)(=O)Nc1ccc(C(=O)NC2CCCCC2C)cc1 (centres undefined)
 : 0	-4	85	2	-8	-0.3	2	x	0.6	8
> COc1ccc(S(=O)(=O)N2CCOCC2)cc1NC(=O)CSc1nnc(C2CC2)n1C1CC1
 : -3	11	98	-1	6	-0.3	-2	-6	-0.5	-4
> COc1cc(C)c(CN2CCC(n3nccc3NC(=O)C3CCOC3)CC2)cc1C (centres undefined)
 : 1	0	97	4	9	-0.7	3	-2	-0.6	5
> CC(C)CNS(=O)(=O)c1ccc(OCC(=O)NCC2CCCO2)c(Cl)c1 (centres undefined)
 : -1	-3	90	1	4	-0.2	-7	0	2.9	-1
> NS(=O)(=O)c1ccc(CCNS(=O)(=O)c2cccc3cccnc23)cc1
 : -12	3	103	1	2	0.3	6	-3	-0.2	12
> Cc1ccc(NC(=O)C2(C)CCN2C(=O)Cc2ccccc2)cc1C (centres undefined)
 : 0	-2	102	2	-7	0.0	-6	-5	-2.7	7

# Nothing new here: an excerpt of the list.
# Values in the order – Exocytosis inh	Cardio protect	ABCB6 inh 2	Glyco luc inh	HTR2A ag	aDG glyco up	Vif inh	CaV13 FRET inh	hiPSC survival	PDI turbidity
> CSc1ccc(CN2CCCN(C)CC2)cc1
 : -5	8	102	0	8	0.1	0	-4	0.1	3
> CCC1Oc2ccc(C)cc2N(CC(=O)N(Cc2cccnc2)Cc2cccc(F)c2)C1=O (centres undefined)
 : 16	15	94	-2	6	0.3	-3	-4	-2.6	8
> c1ccc(C(c2nnnn2C2CCCC2)N2CCN(c3ccccc3)CC2)cc1 (centres undefined)
 : 0	3	93	-3	2	0.1	6	x	-1.0	-2
> O=C(CSc1nc2ccccc2s1)c1ccc(O)cc1O
 : -8	-14	101	-2	4	-0.2	-10	-4	-0.6	-3
> O=c1ccc2cc(S(=O)(=O)N3CCOCC3)ccc2o1
 : 0	-2	103	2	1	0.0	4	-4	-0.3	10
> Cc1noc(C)c1S(=O)(=O)Nc1ccc(C(=O)NC2CCCCC2C)cc1 (centres undefined)
 : 0	-4	85	2	-8	-0.3	2	x	0.6	8

# (next part)
# Values in the order – Exocytosis inh	Cardio protect	ABCB6 inh 2	Glyco luc inh	HTR2A ag	aDG glyco up	Vif inh	CaV13 FRET inh	hiPSC survival	PDI turbidity
> COc1ccc(NC(=O)C(=O)NCCN2CCN(C(=O)c3ccco3)CC2)cc1
 : 3	3	99	1	1	-0.3	-1	-5	0.2	6
> CCOC(=O)C1(Cc2ccc(OC)cc2)CCN(C(=O)CCc2cccnc2)CC1
 : 1	-4	92	3	7	-0.3	0	-5	-1.3	-11
> COc1ccc(Br)cc1/C=C(\C(=O)O)c1ccc(S(=O)(=O)N2CCCCC2)s1
 : 3	-6	100	1	4	-0.2	7	-2	0.5	-6
> Cc1ccc2c(c1)CCCN2C(=O)c1cc(C)on1
 : 2	1	96	1	4	0.2	x	x	0.3	-3
> CCOC(=O)c1ccc(NC(=S)P(=O)(c2ccccc2)c2ccccc2)cc1
 : -2	4	103	-2	-2	0.6	-9	-6	-0.4	-4
> Cc1cccc(N2C(S)=C(C#N)C(=O)NC2c2cccs2)c1 (centres undefined)
 : 22	3	85	2	1	-0.1	5	-3	-0.6	3
> C=CCn1c(SCC(=O)N(CC)C2CCS(=O)(=O)C2)nnc1-c1ccccc1 (centres undefined)
 : 1	9	101	0	3	0.0	x	-2	0.3	0
> O=c1oc2ccccc2c(NC2CCCCC2)c1NS(=O)(=O)c1ccc(F)c(Cl)c1
 : 0	-2	96	2	3	0.4	-2	-2	0.9	-11
> C=CCn1c(=N)n(CC(O)c2ccco2)c2ccccc21 (centres undefined)
 : 1	1	100	0	15*	0.5	x	x	3.5	4
> NC(=O)c1cc(-c2ccncc2)nc2ccc(Cl)cc12
 : 0	3	98	0	1	-0.1	-7	1	2.3	-3
> O=c1n(-c2ccccc2)c(=O)n(Cc2ccccn2)n1Cc1ccccn1
 : -4	11	105	0	6	-0.2	x	x	-1.2	4
> COCCNC(=O)C1(C)CCCN(C(=O)c2ccc3c(c2)OCO3)C1 (centres undefined)
 : 3	8	92	0	4	-0.4	0	-5	-3.2	-1
> Cc1ccc(OCC(=O)NCc2ccccc2)c([N+](=O)[O-])n1
 : -5	-2	98	0	-1	-0.2	0	-3	10	4
> Cc1cccc(C)c1OCC(=O)NCC1COc2ccccc2O1 (centres undefined)
 : -1	3	102	1	8	-0.2	4	-3	0.4	-1
> CCOC(=O)C(NC(=O)Nc1ccc(F)cc1F)(Oc1ccc(F)cc1)C(F)(F)F (centres undefined)
 : 11	7	98	2	-4	-0.3	x	-3	-1.9	1
> O=C(c1cccc([N+](=O)[O-])c1)N1CCN(Cc2ccccc2)CC1
 : -2	5	103	-1	2	0.0	3	-15	-0.6	6
> CCN(CC)CCN1CCn2c3c(c4cc(C)ccc42)CCCC31 (centres undefined)
 : 2	-4	104	3	-7	0.5	4	-30	-2.8	6

# Assay outcomes: PubChem BioAssay, several laboratories
